High-throughput results (PubChem)
PTHR1 agonist = PTHR1 (human) receptor agonism. HEK293 GP2 PTHR1 cells, GloSensor cAMP luminescence, 1 h. Potency, µM (doses to about 115 µM), for inactives: at the top dose activation, usual class: activators. actives 0.075% (n = 410,000). AID 743266; also: potency is read from the fitted curve at half-maximal effect; nearly all actives have a fitted effect of over 55% in size; some results filed as inactive show a strong effect at the top dose; inactives centre near -15; many of its hits are not listed in these tables
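HEK-293-derived GP2 cells expressing PTHR1 and a GloSensor cAMP reporter, 3,000/well, plated overnight, given luciferin plus IBMX (each 0.5 mM as added) for 1 h at 37 °C, then compound for 1 h at 37 °C. Luminescence was read after 15 min at room temperature.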
EPAC1 ag = agonists of human EPAC1 | actives 0.073% (n = 360,000) | EPAC1 agonist qHTS, biochemical assay; response scale: 100% = response to 6.5 mM cAMP | O95398 | Potency, µM (titrated, usually from 154 µM), for the others: at the highest dose activation, most hits filed as activators; also: potency is read from the fitted curve at half-maximal effect; nearly all actives have a fitted effect of over 60% in size
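Multi-concentration qHTS readout: loss of Rap1B-bound BODIPY-GDP fluorescence driven by 100 nM EPAC1 with excess GDP (50 uM), monitored kinetically at room temperature; agonist response expressed relative to 6.5 mM cAMP.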
GLP-1R inv ag = GLP-1 receptor (human) inverse agonism; HEK293 GLP-1R CRE-luciferase, luminescence, 24 h; GLP-1R form is constitutively active; actives 1.6% (n = 410,000); P43220; Potency, µM (doses to about 38.3 µM), for the others: at the top dose activity change, negative = inhibition, usual class: inhibitors; also: potency is read from the fitted curve at half-maximal effect; % is scaled to controls: 0 for no effect and ±100 for the full control effect; nearly all actives have a fitted effect of over 55% in size
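Assay principle: reduced luminescence from a cAMP-responsive reporter in HEK293 cells co-expressing a constitutively active GLP-1R. Conditions: 24 hr compound incubation, 37 deg C, 5% CO2.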
EPAC1 antag = EPAC1 (human) antagonism; O95398; EPAC1 GEF assay, Rap1b-BODIPY-GDP exchange fluorescence; Potency, µM (highest dose often 115 µM), without a hit: at the highest dose activity change, negative = inhibition, actives largely listed as inhibitors; actives 0.14% (n = 360,000); AID 720709;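 also: potency is read from the fitted curve at half-maximal effect; plate controls were vehicle for no effect and positive control for full effect; nearly all actives have a fitted effect of over 50% in size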
GLP1R cytotox = cytotoxicity counter-screen for GLP-1 receptor inverse agonists | AID 624418 | Potency, µM (titrated, usually from 38.3 µM), without a hit: at the top dose activity change, negative = inhibition, hits mostly inhibitors | actives 0.13% (n = 410,000) | HEK293 cAMP-luciferase reporter cells, luminescence, 24 h;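 also: loss of luciferase light is scored as toxicity; potency is read from the fitted curve at half-maximal effect; % is scaled to controls: 0 for no effect and ±100 for the full control effect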
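Step one: seed cells (200 cells/uL, DMEM with 10% Nu serum, 1% pen-strep). Step two: 12-hour incubation at 37 deg C. Step three: pin 23 nL compound, incubate 24 hr. Step four: add luciferase reagent, read luminescence 12 min later.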
GLP-1R agonist = GLP-1 receptor (human) agonism; P43220; HEK293 GLP-1R CRE-luciferase, luminescence, 4-6 h; cells express a hypersensitive GLP-1R form; Potency, µM (top dose mostly 45.6 µM), without a hit: at the highest dose activation, most hits filed as activators; actives 0.007% (n = 380,000); AID 624172; also: potency is read from the fitted curve at half-maximal effect; % of control where 0% means no effect
IL2 activator = activators of IL-2; AID 652025; actives 0.065% (n = 360,000); IL-2 activation reporter assay, cell-based qHTS; stimulated with anti-CD3/CD4/CD28 beads; in transgenic mouse T cells; activation, % (series mostly up to about 46 µM); in the data active = activation above about 50%; inconclusive = mostly about 30% to 49%; also: 0% is about no effect
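First, unstimulated transgenic mouse T cells were exposed to compound for 60 min. Next, anti-CD3/anti-CD4-coated beads with anti-CD28 were added. Finally, after 18 h at 37 degrees C, EGFP and DsRed were imaged.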
PLK1 PBD block = inhibitors of human PLK1 polo-box domain binding; AID 720504; actives 2.8% (n = 360,000); Plk1 PBD binding of FITC phosphopeptide, fluorescence polarization; Potency, µM, for the others: max response, negative = inhibition, most hits filed as inhibitors; P53350; also: potency is read from the fitted curve at half-maximal effect; series mostly up to about 57 µM; % is scaled to controls: 0 for no effect and ±100 for the full control effect; nearly all actives have a fitted effect of over 65% in size
Target sequence (P53350 whole entry, looked up, the tested form may be a part): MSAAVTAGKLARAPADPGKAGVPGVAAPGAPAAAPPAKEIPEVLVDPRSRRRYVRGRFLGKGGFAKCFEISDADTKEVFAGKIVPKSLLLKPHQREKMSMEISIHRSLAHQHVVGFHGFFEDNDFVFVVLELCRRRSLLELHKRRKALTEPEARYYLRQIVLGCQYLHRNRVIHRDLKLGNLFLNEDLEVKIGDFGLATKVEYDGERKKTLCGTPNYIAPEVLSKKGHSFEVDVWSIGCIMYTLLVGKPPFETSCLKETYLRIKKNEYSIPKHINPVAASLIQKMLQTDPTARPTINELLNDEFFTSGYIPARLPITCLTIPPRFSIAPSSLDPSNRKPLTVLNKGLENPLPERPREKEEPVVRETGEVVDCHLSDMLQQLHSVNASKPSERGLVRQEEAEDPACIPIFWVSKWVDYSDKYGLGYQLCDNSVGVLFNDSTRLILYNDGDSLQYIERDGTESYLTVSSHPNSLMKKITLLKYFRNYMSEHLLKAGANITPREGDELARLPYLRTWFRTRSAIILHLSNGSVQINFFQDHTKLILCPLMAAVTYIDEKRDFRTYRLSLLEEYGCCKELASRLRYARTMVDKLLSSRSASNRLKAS
PI5P4Ka inh = inhibitors of human PI5P4K alpha. actives 1.2% (n = 330,000). PI5P4Kalpha enzyme, ADP-Glo luminescence, 60 min; stronger effect = lower value. P48426. AID 652105. max response, %; active = max response of -50% or lower; inconclusive = between -30% and -50%; inactive = -30% or higher; also: value at the top dose of about 77 µM; % is scaled to controls: 0 for no effect and ±100 for the full control effect
Target sequence (P48426 whole entry, looked up): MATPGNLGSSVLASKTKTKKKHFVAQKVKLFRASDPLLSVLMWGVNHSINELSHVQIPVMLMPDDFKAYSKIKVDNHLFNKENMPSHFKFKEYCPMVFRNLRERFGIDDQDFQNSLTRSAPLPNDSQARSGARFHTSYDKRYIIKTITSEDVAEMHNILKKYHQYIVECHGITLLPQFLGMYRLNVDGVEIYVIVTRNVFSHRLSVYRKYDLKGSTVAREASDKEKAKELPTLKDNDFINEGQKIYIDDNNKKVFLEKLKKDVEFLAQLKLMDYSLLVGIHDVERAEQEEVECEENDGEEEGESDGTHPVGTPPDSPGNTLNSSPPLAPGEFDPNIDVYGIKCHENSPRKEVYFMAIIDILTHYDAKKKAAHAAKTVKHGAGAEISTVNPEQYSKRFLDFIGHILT
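ADP-Glo luminescence end-point read after a 60 min room-temperature kinase reaction of PI5P4Kalpha plus substrate, initiated with ATP at 5 microM final. Buffer: 0.038 M HEPES pH 7.4, EGTA, 0.1% CHAPS, 5% DMSO.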
* = called active by the depositor; i = inactive; ? = inconclusive; / = no result given; [ ] = dose if it differs, or a comment. Unless noted, calls follow the shape of the dose curve; as a rule, active = well fitted curve in the direction sought with a large enough effect; inconclusive = small, poorly fitted or top-dose-only effect, or another doubt; inactive = no such curve, though single readings can be large; an effect the other way counts as inactive or inconclusive. Only part of the results is shown; rates above refer to the full screens.

SMILES	PTHR1 agonist	EPAC1 ag	GLP-1R inv ag	EPAC1 antag	GLP1R cytotox	GLP-1R agonist	IL2 activator	PLK1 PBD block	PI5P4Ka inh
CC(C)OC(=O)N(C)C[C@@H]1OCc2cnnn2CCCC(=O)N([C@@H](C)CO)C[C@H]1C	-9%	0%	18%	9%	3%	7%	-0.3	-22%	2
O=C(CSc1ncnc2nc[nH]c12)NCCc1ccccc1	i	-10%	3%	2%	-11%	2%	0.1	-9%	2
COc1cccc(CC(=O)OCC(=O)N2CCN(c3ccc(F)cc3)CC2)c1	-5%	-4%	0%	2%	-4%	-13%	-2.4	4%	-5
CC1CN(S(=O)(=O)c2cccc(-c3csc(-c4ccccc4)n3)c2)CC(C)O1 (configuration not stated)	-66%[inhibitor][57.5 µM]	3%	?	3%	25%	-9%	-0.6	-28%	-1
CC(=O)Nc1nc(C2COc3ccccc3O2)cs1 (configuration not stated)	-76%[inhibitor][57.5 µM]	5%	?	2%	12%	-1%	1.3	4%	/
CC1CC1C(=O)OCC(=O)NCc1ccccc1Cl (configuration not stated)	-7%	1%	0%	-14%	-3%	0%	0.6	2%	-7
CC(C)NC(=O)COc1coc(CN2CCN(C(=O)c3ccco3)CC2)cc1=O	-30%[inhibitor]	10%	4%	18%	6%	7%	-3.1	-8%	-20
c1ccc2c(c1)[nH]c1c(N3CCC4(CC3)OCCO4)ncnc12	-24%[57.5 µM]	-8%	1%	4%	-3%	1%	-0.3	1%	-2
CCOC(=O)CSc1ncccn1	i	8%	20%	16%	0%	5%	2.2	-11%	1
COc1ccc(CCC(=O)NCCc2cn3c(C)csc3n2)cc1	-15%	-6%	7%	-4%	2%	3%	-0.8	-8%	-2
Cc1sc2ncn(CC(=O)Nc3ccc(C(C)C)cc3)c(=O)c2c1S(=O)(=O)N1CCN(c2ncccn2)CC1	-1%	/	20%	/	2%	0%	/	/	/
CN1CCN(CCC(=O)N2c3ccccc3Sc3ccc(Cl)cc32)CC1	-12%	12%	?	3%	?	3%	-2.3	-8%	0
CC(C)C[C@H]1CN(CCCC[C@@H]2CNC(=O)C(=O)N2Cc2ccccc2)C(=O)C(=O)N1CCc1ccccc1	-4%	6%	12%	-16%	2%	0%	-0.1	-7%	-3
Cc1ccc(-c2nc(CN3CCN(c4cnccn4)CC3)c(C)o2)o1	-12%	-7%	21%	-3%	-9%	3%	-2.2	-11%	2
Cc1cccc(OCCCN2CCOCC2)c1	-17%	1%	-3%	-1%	-22%	-1%	0.4	9%	0
Cc1cc(NC(=O)c2cc(CC(C)C)on2)no1	-7%	4%	9%	9%	1%	-2%	-1.5	-10%	0
CCOc1ccccc1NC(=O)c1cc(=O)[nH]c2ccc(S(=O)(=O)N3CCOCC3)cc12	-44%[inhibitor]	-1%	13%	-5%	15%	-5%	0.1	-3%	-8
O=C(O)CCSC1CC(=O)N(c2ccccc2)C1=O (configuration not stated)	-23%	5%	3%	-11%	-10%	4%	-0.3	-4%	-2
COc1ccc(-c2nonc2NC(=O)c2ccco2)cc1OC	i	-4%	8%	-10%	-10%	8%	-1.2	-11%	-4
O=C1CCCN1CC(O)CS(=O)(=O)c1ccccc1 (configuration not stated)	i	0%	0%	-2%	0%	-12%	-0.8	-3%	/
Cc1nc(C(F)(F)F)ccc1C(=O)Nc1ccc2ccccc2n1	i	-12%	-10%	-21%	-4%	-2%	-1.4	0%	3
O=c1nc(/C=C/c2ccccc2C(F)(F)F)cc(C(F)(F)F)[nH]1	-1%	-10%	-18%	-25%	-1%	1%	3.5	-20%	2
COc1ccc(NC(=O)C(C)Oc2ccc(/C(C)=N\O)cc2)cc1 (configuration not stated)	i	-11%	1%	6%	-7%	9%	-1.6	-4%	2
COCC(=O)Nc1cccc2ccccc12	i	4%	1%	0%	4%	0%	3.8	-7%	1
CCC(=O)N1CCc2cc(S(=O)(=O)N(C)c3cccc(C)c3)ccc21	-10%	/	13%	/	-5%	0%	/	/	/
NS(=O)(=O)c1ccc(CCNC(=O)C(=O)NCC2OCCN2S(=O)(=O)c2ccc(F)cc2)cc1 (configuration not stated)	-21%	21%	-9%	14%	0%	0%	-3.2	-4%	-1
CCc1nnc(NC(=O)c2ccc(Br)c(S(=O)(=O)N3CCOCC3)c2)s1	-30%	0%	1%	-5%	16%	2%	-2.1	-9%	-4
CC1CCCCN1C(=O)CSc1nnc(-c2ccc(Cl)s2)o1 (configuration not stated)	-46%[inhibitor][57.5 µM]	-7%	?	4%	-18%	0%	-0.4	-8%	-6
COc1cccc(C(C(=O)NCc2ccccc2)N2CCN(C(=O)C3CCCO3)CC2)c1OC (configuration not stated)	-8%	3%	7%	-24%	9%	/	-0.6	-16%	-2
Cc1cc(C)cc(C(=O)Nc2cc(C(F)(F)F)ccc2N2CCN(c3ccccc3)CC2)c1	-4%	/	7%	/	-2%	-5%	/	/	/
CCn1nnnc1SCC(=O)c1cc(OC)ccc1OC	-10%[57.5 µM]	-2%	0%	12%	1%	4%	-2.0	-8%	/
CC(C)CC(=O)NC1(C(F)(F)F)C(=O)N(Cc2ccccc2)C2=C1C(=O)CC(C)(C)C2 (configuration not stated)	i	0%	-1%	4%	-6%	-9%	2.1	-3%	1
CCn1c(=O)c(C(=O)NCc2ccc(Cl)cc2)c(O)c2ccccc21	i	2%	-6%	-2%	-17%	-7%	0.2	-4%	17
CN(C)S(=O)(=O)c1ccc(Cl)c(C(=O)Nc2cccc([N+](=O)[O-])c2)c1	-38%[inhibitor]	4%	-18%	10%	-6%	9%	-0.7	8%	-5
C[C@@H]1CN([C@@H](C)CO)C(=O)c2cccc(NC(=O)C3CCCCC3)c2O[C@@H]1CN(C)C(=O)NC1CCCCC1	-6%	-11%	?	-9%	-12%	-4%	0.4	-14%	5
CC1CCCC(C)N1C(=O)COC(=O)c1cc(S(=O)(=O)N2CCOCC2)ccc1Cl (configuration not stated)	-24%	-50%[inhibitor]	-17%	-1%	-4%	4%	-1.0	-3%	-7
CC(=O)Nc1cccc(-c2ccnc3c2CC(C(=O)NCc2ccc(N4CCN(C)CC4)cc2)O3)c1 (configuration not stated)	-20%	-7%	16%	11%	1%	8%	1.0	6%	1
Cc1[nH]c2ccccc2c1C(=O)CSc1ccccn1	6%	-5%	-16%	-16%	6%	20%	-2.3	-10%	7
COc1ccc(-c2cc(C(F)(F)F)nc(SCC(=O)N3CCCCC3)n2)cc1	-35%	/	1%	/	-3%	0%	/	/	/
CCN(CCCNC(=O)CCn1c(=S)[nH]c2cc3c(cc2c1=O)OCO3)c1cccc(C)c1	i	11%	4%	10%	-3%	-2%	-4.4	-13%	0
O=C(Nc1ccc(NC(=O)c2ccccc2O)cc1)Nc1ccc(F)cc1F	-11%	-3%	-13%	2%	-17%	-4%	3.8	6%	-11
O=C(c1ccc(CNS(=O)(=O)c2cccc(C(F)(F)F)c2)cc1)N1CCOCC1	?	0%	0%	-5%	-9%	3%	0.3	-11%	/
C=CCn1c(SCC(=O)O)nc2sc(CC)cc2c1=O	i	10%	1%	-5%	-7%	1%	-0.7	-9%	7
C=CCC[C@H](Cc1ccc(F)cc1)C(=O)OC[C@@H](Cc1c[nH]c2ccccc12)NC(=O)[C@@H](CC=C)CC(=O)N[C@@H](CO)Cc1ccccc1	7%	-30%[inhibitor]	7.1µM*	-29%	?	3%	-0.6	10%	29
O=C(Nc1ccccc1N1CCCCC1)c1ccco1	-54%[inhibitor][57.5 µM]	-5%	11µM*	0%	-13%	0%	-0.7	-3%	6
COCC(C)NC(=O)c1cc(OC)cc(OC)c1 (configuration not stated)	-20%	-3%	34%[activator]	?	-7%	3%	0.1	0%	0
CN(C)c1ccc(-c2csc(C(C)(O)c3cccc(F)c3)n2)cc1 (configuration not stated)	-40%[inhibitor]	-3%	?	-17%	-6%	10%	-0.9	-3%	22

Eight of the compounds above, in markdown.
| structure | PTHR1 agonist | EPAC1 ag | GLP-1R inv ag | EPAC1 antag | GLP1R cytotox | GLP-1R agonist | IL2 activator | PLK1 PBD block | PI5P4Ka inh |
| --- | --- | --- | --- | --- | --- | --- | --- | --- | --- |
| CCN(CCCNC(=O)CCn1c(=S)[nH]c2cc3c(cc2c1=O)OCO3)c1cccc(C)c1 | i | 11% | 4% | 10% | -3% | -2% | -4.4 | -13% | 0 |
| O=C(Nc1ccc(NC(=O)c2ccccc2O)cc1)Nc1ccc(F)cc1F | -11% | -3% | -13% | 2% | -17% | -4% | 3.8 | 6% | -11 |
| O=C(c1ccc(CNS(=O)(=O)c2cccc(C(F)(F)F)c2)cc1)N1CCOCC1 | ? | 0% | 0% | -5% | -9% | 3% | 0.3 | -11% | / |
| C=CCn1c(SCC(=O)O)nc2sc(CC)cc2c1=O | i | 10% | 1% | -5% | -7% | 1% | -0.7 | -9% | 7 |
| C=CCC[C@H](Cc1ccc(F)cc1)C(=O)OC[C@@H](Cc1c[nH]c2ccccc12)NC(=O)[C@@H](CC=C)CC(=O)N[C@@H](CO)Cc1ccccc1 | 7% | -30%[inhibitor] | 7.1µM* | -29% | ? | 3% | -0.6 | 10% | 29 |
| O=C(Nc1ccccc1N1CCCCC1)c1ccco1 | -54%[inhibitor][57.5 µM] | -5% | 11µM* | 0% | -13% | 0% | -0.7 | -3% | 6 |
| COCC(C)NC(=O)c1cc(OC)cc(OC)c1 (configuration not stated) | -20% | -3% | 34%[activator] | ? | -7% | 3% | 0.1 | 0% | 0 |
| CN(C)c1ccc(-c2csc(C(C)(O)c3cccc(F)c3)n2)cc1 (configuration not stated) | -40%[inhibitor] | -3% | ? | -17% | -6% | 10% | -0.9 | -3% | 22 |
